SNCA expr inhib – SNCA gene expression inhibition; AID 1671194; HEK-293 SNCA-luciferase knock-in, luminescence, 24 h; hit rate 0.17% among 140,000; Potency, µM (highest dose often 57.2 µM), for inactives: top-dose activity change, negative = inhibition, usual class: inhibitors;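 further: potency means the concentration at half of the fitted maximal effect; plate controls were DMSO cells for no effect and cell-free wells for full effect; nearly all actives have a fitted effect of over 45% in size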
HEK cytotox – cytotoxic compounds in HEK 293 cells. HEK 293 viability, ATP luminescence (CellTiter-Glo), 48-72 h. Potency, µM (highest dose often 115 µM), for inactives: top-dose activity change, negative = cytotoxicity, usual class: inhibitors. hit rate 6.6% among 94,000. AID 1345083; further: potency means the concentration at half of the fitted maximal effect; nearly all actives have a fitted effect of over 60% in size
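Pintool-delivered compounds were incubated with HEK 293 cells (250 cells/well) at 37 degree Celsius for 48 or 72 hr. ATP-dependent luminescence (CellTiter-Glo) then reported remaining viable cells.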
HEK293 viab – cell viability loss counter-screen. AID 1671193. hit rate 0.12% among 150,000. Potency, µM (series often up to 57.1 µM), for the others: at the highest dose activity change, negative = cytotoxicity, hits mostly cytotoxic. HEK-293-SNCA-luc viability, GF-AFC fluorescence, 24 h;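 further: potency means the concentration at half of the fitted maximal effect; 0% = DMSO-treated cells and -100% = medium-only wells without cells; nearly all actives have a fitted effect of over 30% in size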
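Cytotoxicity counterscreen: after 24 h compound treatment of genome-edited SNCA-luciferase HEK-293 cells, live-cell protease substrate GF-AFC read by fluorescence after 30 min; activity scaled between DMSO (0%) and medium-only (-100%), curves Hill-fitted.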
3T3 cytotox – cytotoxic compounds in NIH 3T3 cells; hit rate 4.3% among 94,000; AID 1345082; Potency, µM (highest dose often 96.7 µM), for inactives: top-dose activity change, negative = cytotoxicity, most hits filed as inhibitors; NIH 3T3 viability, CellTiter-Glo ATP luminescence, 48-72 h; further: potency means the concentration at half of the fitted maximal effect; nearly all actives have a fitted effect of over 55% in size
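NIH 3T3 cells at 400 cells/well received 23 nL of compound by pintool and were incubated 48 or 72 h at 37 °C. Viability was read as ATP-coupled CellTiter-Glo luminescence.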
Luciferase inh – blocks purified firefly luciferase enzyme activity; P08659; purified P. pyralis luciferase, luminescence, biochemical; Potency, µM (titrated, usually from 115 µM), for inactives: top-dose activity change, negative = inhibition, usual class: inhibitors; hit rate 2.5% among 76,000; AID 1347043; further: potency means the concentration at half of the fitted maximal effect; nearly all actives have a fitted effect of over 65% in size
Target sequence (P08659 whole entry, looked up): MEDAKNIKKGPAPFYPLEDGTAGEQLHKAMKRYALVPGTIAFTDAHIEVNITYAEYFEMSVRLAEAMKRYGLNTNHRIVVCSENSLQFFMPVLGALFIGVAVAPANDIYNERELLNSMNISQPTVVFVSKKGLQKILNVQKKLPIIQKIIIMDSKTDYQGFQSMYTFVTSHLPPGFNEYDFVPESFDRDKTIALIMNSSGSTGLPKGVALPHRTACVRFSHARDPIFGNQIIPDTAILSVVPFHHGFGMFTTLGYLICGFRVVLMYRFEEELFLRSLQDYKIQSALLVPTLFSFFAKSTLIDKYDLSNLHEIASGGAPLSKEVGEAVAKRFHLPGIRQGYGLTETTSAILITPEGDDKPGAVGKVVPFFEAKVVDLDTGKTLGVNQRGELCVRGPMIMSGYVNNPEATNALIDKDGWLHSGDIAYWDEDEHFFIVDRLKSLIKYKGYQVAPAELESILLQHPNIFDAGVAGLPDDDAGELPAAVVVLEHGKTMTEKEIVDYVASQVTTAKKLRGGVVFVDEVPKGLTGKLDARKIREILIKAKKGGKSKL
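Purified P. pyralis luciferase (10nM final) in 50mM Tris acetate pH 7.5, 10mM Mg acetate, 0.01% Tween-20, 0.05% BSA with 10uM D-luciferin and 10uM ATP. Compounds titrated qHTS. Luminescence imaged on CCD.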
IP6K1 inh – IP6K1 kinase inhibition; Q92551; IP6K1 kinase, ADP-Glo luminescence, 2 h; stronger effect = lower value; activity change, % (series mostly up to about 58 µM); hit rate 0.81% among 140,000; AID 1645851; in the data active means activity change below about -25%
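ADP-Glo luminescence measures ADP made by human IP6K1 during a 2 h RT reaction with ATP/IP6 (mix at 1.3 mM/130 uM); top library doses 57.5 and 19.1 uM final.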
GPT2 inhibitor – blocks human glutamate pyruvate transaminase 2. AID 1671188. Q8TD30. Recombinant GPT2, coupled pyruvate oxidase/HRP Amplex Red fluorescence. Potency, µM (titrated, usually from 57.7 µM), for inactives: at the highest dose activity change, negative = inhibition, actives largely listed as inhibitors. hit rate 0.25% among 100,000; further: potency means the concentration at half of the fitted maximal effect; nearly all actives have a fitted effect of over 60% in size; many of its hits are not listed in these tables
Target sequence (Q8TD30 whole entry, looked up): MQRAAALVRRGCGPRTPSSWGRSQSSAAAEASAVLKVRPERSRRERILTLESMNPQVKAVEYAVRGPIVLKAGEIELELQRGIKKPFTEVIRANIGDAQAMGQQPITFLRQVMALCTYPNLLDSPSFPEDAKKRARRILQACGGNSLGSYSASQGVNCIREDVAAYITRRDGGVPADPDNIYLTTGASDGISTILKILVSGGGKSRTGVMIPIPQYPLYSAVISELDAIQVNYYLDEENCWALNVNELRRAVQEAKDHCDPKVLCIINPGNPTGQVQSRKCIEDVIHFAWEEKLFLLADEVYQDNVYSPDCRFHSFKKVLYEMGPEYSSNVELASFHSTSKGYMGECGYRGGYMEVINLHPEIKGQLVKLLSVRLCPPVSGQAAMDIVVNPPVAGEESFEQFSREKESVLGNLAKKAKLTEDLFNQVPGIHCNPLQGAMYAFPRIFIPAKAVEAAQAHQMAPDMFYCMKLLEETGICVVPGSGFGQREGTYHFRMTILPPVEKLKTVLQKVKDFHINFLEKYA
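Recombinant GPT2 (10ng/uL) with 250uM a-KG and 2mM L-alanine, 30 min at room temperature, in HEPES pH 7.5 buffer. Pyruvate detected by pyruvate oxidase/HRP/Amplex Red fluorescence after 30 min in the dark; AOA (50uM) as positive control.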
* = called active by the depositor; i = inactive; ? = inconclusive; / = not tested or not shown; [ ] = another dose, or the depositor's remark. Unless noted, the call rests on the fitted dose curve; in most records, active means well fitted curve in the direction sought with a large enough effect; inconclusive means small, poorly fitted or top-dose-only effect, or another doubt; inactive means no such curve, though single readings can be large; an effect the other way counts as inactive or inconclusive. Unless noted, on the % scale 0 is the no-effect control and ±100 the full control effect.

Order of values: SNCA expr inhib | HEK cytotox | HEK293 viab | 3T3 cytotox | Luciferase inh | IP6K1 inh | GPT2 inhibitor
- COCCOC1CCN(S(=O)(=O)c2ccccc2)CC1
    -14% | -4% | 1%[12.5 µM] | 5% | 7% | 29 | -26%
- COc1ccc(CC(=O)NCC(c2ccc(N(C)C)cc2)N2CCOCC2)cc1OC (configuration not stated)
    -7% | / | -2% | / | / | -6 | /
- CCn1ccc(C(=O)N2CCC3(CC2)c2[nH]c4ccccc4c2CCN3C)n1
    51%[activator] | ? | -15%[12.5 µM] | ? | -11% | -4 | i
- CCCc1ccc(C(=O)N2CCC3(CCCN(C)C3=O)C2)cc1 (configuration not stated)
    40%[activator] | 0% | -5% | 1% | -4% | -3 | -19%
- CC(=O)NCCNC(=O)CCCc1nnc2n(CCC(C)C)c(=O)c3sccc3n12
    -7% | / | 11% | / | / | 35 | /
- CC(C)(C)CN1CCOC[C@H]1c1ncc(-c2ccc(F)cc2F)[nH]1
    ? | ? | ? | ? | -9%[172 µM] | 1 | i
- Cc1cccc(NC(=O)C(=O)NCC(c2cccnc2)N2CCN(Cc3ccccc3)CC2)c1 (configuration not stated)
    -19% | / | -9% | / | / | 36 | /
- CCC(NC(=O)Nc1ccc(OC)c(OC)c1)c1c(-n2cccc2)sc2c1CCN(C)C2 (configuration not stated)
    -2% | / | ? | / | / | 29 | /
- O=C(CN1CCCc2nc(-c3ccccc3)ncc2C1=O)NCCCn1cccn1
    2% | -26% | 0% | -26% | / | 11 | i
- CCc1noc(-c2cn(C3CCN(C(=O)c4cccc(Br)c4)C3)nn2)n1 (configuration not stated)
    0% | ? | -1% | ? | 10% | -1 | 2%
- COc1ccccc1CNC(=O)C(=O)NCC(c1cccnc1)N1CCN(c2ccccc2)CC1 (configuration not stated)
    -15% | / | 12% | / | / | 15 | /
- CC(C)c1ccc(NS(=O)(=O)c2ccc3nc(-c4ccccc4)[nH]c3c2)cc1
    -24% | / | 3% | / | / | 2 | /
- CN1C(=O)CC(C(=O)O)C12CCN(C(=O)NCCc1ccccc1)CC2 (configuration not stated)
    -10% | ? | 2% | -3% | 4% | 6 | 1%
- COc1ccccc1Oc1ncccc1CNC(=O)c1csc(C)n1
    -22% | ? | 3% | -16% | 0% | 3 | -17%
- O=C1Cc2c(-c3ccccc3)n[nH]c2CN1CCc1ccncc1
    1%[87.6 µM] | 3%[172 µM] | -14%[87.6 µM] | ? | -10%[172 µM] | 19 | i
- CC(=O)N1CCN(C(=O)C[C@@H]2C[C@@H](C(C)C)[C@H](CNC(=O)Nc3cccc(F)c3)C=C2C)CC1
    24% | ? | -13% | ? | -12% | -8 | -5%
- O=C(NCc1ccccc1)NCC1Cn2cccc2C(=O)N1Cc1ccccc1 (configuration not stated)
    -13% | ? | 7% | -27% | -4% | -1 | -9%
- Cc1ccc2nc(NC(=O)CSc3nccn3Cc3ccccc3)sc2c1
    -19% | / | 0% | / | / | -18 | /
- COc1cccc(C(=O)Nc2ccc(-n3nncc3-c3ccccc3)cc2)c1OC
    ? | / | 3% | / | / | -9 | /
- Cc1cc(Br)ccc1NC(=O)Cn1cc(S(=O)(=O)N2CCN(c3ccccc3F)CC2)c2ccccc2c1=O
    -16% | / | 2% | / | / | 6 | /
- O=C(Cc1cccc(F)c1)NC1CCN(c2cc(-c3ccc(F)cc3)[nH]n2)C1 (configuration not stated)
    -11% | ? | -4% | ? | 7% | 0 | ?
- COc1ccc(-c2nc3c(c(=O)[nH]2)CCN(C(=O)CSc2ccccc2)C3)cc1
    -1% | 3% | 4% | -6% | 13% | 13 | i
- O=C(NCc1cccnc1)C1c2ccccc2C(=O)N(Cc2ccccc2)C12CCCC2 (configuration not stated)
    -8% | -18% | -3% | -27% | -7% | 6 | 2%
- Cc1ccccc1C(=O)N1CCC(CCC(=O)N2CCN(C(C)C)CC2)CC1
    33%[activator] | -5% | -2% | -6% | / | 9 | i
- Cc1ccc(NC(=O)Cc2ccc(NC(=O)N3CCCCc4ccccc43)cc2)cc1Cl
    -12% | / | -3% | / | / | -3 | /
- O=C(O)c1ccccc1C(=O)Nc1ccc(-c2ccccc2)cc1
    25% | / | ? | / | / | -12 | i
- Cc1ccccc1C(=O)NC1CCCN(c2ccnc3ccnn23)C1 (configuration not stated)
    -9% | ? | 3% | -24% | / | 10 | -2%
- CCc1cc(=O)[nH]c(SCc2nc(-c3ccccc3C)no2)n1
    3% | / | 6% | / | / | 52 | /
- CCOc1ccc(NC(=O)N2CCc3cc(OC)c(OC)cc3C2CNC(=O)c2ccco2)cc1 (configuration not stated)
    32%[activator] | ? | 7% | ? | ? | 3 | i
- O=C(c1ccsc1)N1CCc2c(nc3cc[nH]n3c2=O)C1
    -7% | 9% | 8% | -5% | -18% | 27 | -8%
- CCc1cccc(NC(=O)C2CCCN2S(=O)(=O)c2ccc3nc(-c4ccccc4)[nH]c3c2)c1 (configuration not stated)
    ? | / | ? | / | / | 24 | /
- COc1ccccc1-c1cc(C(F)(F)F)nc(S(=O)(=O)CCCC(=O)Nc2cc(OC)c(OC)c(OC)c2)n1
    30% | / | 11% | / | / | -2 | /
- COc1ccc(NC(=O)Cn2c(-c3ccccc3)nc(C)c(CCO)c2=O)cc1Cl
    ? | 25µM* | ? | ? | 2% | -11 | i
- O=C(Cc1cccc(Cl)c1)NC1CCN(c2nccc(Nc3ccccc3F)n2)CC1
    -12% | ? | 2%[12.5 µM] | -25% | / | -6 | -10%
- CCc1cn[nH]c1C1CCCN(C(=O)c2oc3cc(C)ccc3c2C)C1 (configuration not stated)
    7% | ? | 2% | 45µM* | -9% | -17 | -2%
- CCC/C=C/C=C/C1CC(O)C2(O)C(=O)OCC12 (configuration not stated)
    / | / | 5% | / | / | 15 | i
- O=C(Nc1cnc(-c2ccccc2)nc1)c1cccc(F)c1
    157%[activator] | -16% | 8% | 4% | ? | 3 | i
- Fc1ccc(C2Cn3nnc(-c4nc(-c5cccc(Cl)c5)no4)c3CO2)cc1 (configuration not stated)
    -17% | 5% | 0% | 2% | -5% | -11 | i
- O=C1NCc2ccc(-c3cc4c(ccn4Cc4cccnc4)c(C4=CCOCC4)n3)cc21
    7%[87.6 µM] | ? | -19%[87.6 µM] | ? | -12%[172 µM] | -11 | ?
- CCOC(=O)C1CCN(C(=O)c2cn3cc(-c4ccc(C(F)(F)F)cc4)sc3n2)CC1
    3% | ? | 19% | 40µM* | / | -12 | i
- COc1ccc(CC(=O)N2CCC3(CC2)CC(c2cccc(C(F)(F)F)c2)=NO3)cc1
    / | 40µM* | / | ? | / | -2 | /
- CC(=O)c1cccc(NC(=O)CSc2nc3c(=O)n(C)c(=O)n(C)c3n2C)c1
    0% | / | 10% | / | / | 10 | /
- CCOC(=O)[C@H]1C[C@]2(CCCCNC2=O)N(C(=O)Cc2ccc(OC)cc2)[C@H]1c1ccco1
    / | -23% | / | ? | / | 2 | /
- O=C(O)c1cccc(NC(=O)c2cc3cc(Br)cc(Br)c3oc2=O)c1
    36%[activator] | / | 53% | / | / | -6 | /
- Cc1ccc(NC(=O)CSc2nc(=O)cc(N)n2CCc2ccccc2)cc1
    -10% | / | 3% | / | / | 1 | /
- CC(=O)N1CCCC1c1nc(C2CN(Cc3cc(F)c(F)cc3F)C2)no1 (configuration not stated)
    ? | ? | 3%[12.5 µM] | -18% | -7% | 9 | -8%
- COc1cccc(CNC(=O)c2cc(-c3cccc(OC)c3)n[nH]2)c1
    140%[activator] | / | -5% | / | / | 4 | /
- CCc1ccccc1NC(=O)Cn1nc(C(F)(F)F)c2c1CCC2
    -10% | / | 0% | / | / | 4 | /
- CN(Cc1ccccc1)C(=O)Cn1c(=O)c2cccn2c2ccc(F)cc21
    32%[activator] | / | -25% | / | / | 13 | /
- COc1ccc2nc([C@H]3CCN(C4CCN(C)CC4)C3)[nH]c2c1
    33%[87.6 µM] | -24%[172 µM] | 6%[87.6 µM] | -24%[174 µM] | ? | 3 | -19%[88.5 µM]
- CC1(c2ccccc2)N(Cc2ccccc2)C(=O)OC12CCN(C(=O)c1ccc(F)cc1)CC2 (configuration not stated)
    -21% | ? | -15% | ? | -4% | -12 | -9%
- COc1ccc(-c2nc(SCC(=O)NCCc3ccc(OC)c(OC)c3)n[nH]2)cc1
    4% | / | -12% | / | / | 13 | /
- C=CCNC(=O)N1CC[C@H]2CC(=O)N(CC(N)=O)CC[C@H]2C1
    ? | i | 1%[87.6 µM] | i | -6%[172 µM] | -1 | 3%[88.5 µM]
- CC(C)(C)c1cc(C[C@@H]2CC[C@H](O)[C@@H](CNC3CCNCC3)O2)no1
    83%[activator][87.6 µM] | ? | -5%[87.6 µM] | -7%[174 µM] | 9%[172 µM] | -7 | -2%[88.5 µM]
- CC(C)Cc1cc(C(=O)N2CCOCC2CC(=O)N2CC=CC2)nc(=O)[nH]1 (configuration not stated)
    3% | -23% | 2% | -4% | 15% | 3 | 0%
- COc1ccc(CN2CCC[C@H]2c2nc(-c3ccc(N4CCC(C(N)=O)CC4)nc3)no2)c(O)c1
    3% | -22% | 4% | -26% | 1% | 12 | -12%
- COc1ccc(CN2CCc3nc(C)nc(-c4ccc(O)cc4)c3C2)cc1
    -5% | ? | -7% | -27% | -6% | 2 | i
- CCCCOc1ccc(-c2nn(-c3ccccc3)cc2C2NC(=O)NC(C)=C2C(=O)OCC)cc1 (configuration not stated)
    -13% | / | -1% | / | / | -2 | /
- CC1OC2OC(=O)C3(C)CC4C5(CO5)C5=CC(=O)OC(C)(C)C5=CC(=O)C4(C)C(C1=O)C23 (configuration not stated)
    / | / | -24%[23.9 µM] | / | / | -6 | i
- O=C(NC1CCCC1)N1CCC(c2noc(-c3cccnc3)n2)C1 (configuration not stated)
    ? | -5% | 4% | -13% | -2% | 4 | i

Further entries.
Order of values: SNCA expr inhib | HEK cytotox | HEK293 viab | 3T3 cytotox | Luciferase inh | IP6K1 inh | GPT2 inhibitor
- C[C@@H]1CN(C(=O)c2ccco2)C[C@H]1c1nc(-c2ccccc2)no1
    -8% | ? | 11% | ? | -14% | 1 | i
- COc1ccccc1C(=O)Nc1sc(Nc2ccccc2)nc1C(N)=O
    72%[activator] | / | 11% | / | / | 31 | /
- CN1C(=O)N(C)C2(CCN(CCOc3ccc(F)cc3)C2)C1=O (configuration not stated)
    6% | 4% | -8% | 1% | -3% | -3 | -15%
- COc1cc2ncc3c(-c4ccc(C)cc4)nn(-c4ccc(F)cc4F)c3c2cc1OC
    40%[activator] | / | -2% | / | / | 11 | /

3 neighbouring entries out of the list so far:
Order of values: SNCA expr inhib | HEK cytotox | HEK293 viab | 3T3 cytotox | Luciferase inh | IP6K1 inh | GPT2 inhibitor
- COc1ccccc1C(=O)Nc1sc(Nc2ccccc2)nc1C(N)=O
    72%[activator] | / | 11% | / | / | 31 | /
- CN1C(=O)N(C)C2(CCN(CCOc3ccc(F)cc3)C2)C1=O (configuration not stated)
    6% | 4% | -8% | 1% | -3% | -3 | -15%
- COc1cc2ncc3c(-c4ccc(C)cc4)nn(-c4ccc(F)cc4F)c3c2cc1OC
    40%[activator] | / | -2% | / | / | 11 | /
